# Compound activity as filed in PubChem BioAssay.
# mIAP act = increases mouse intestinal alkaline phosphatase activity; muIAP, CDP-Star luminescence, 30 min; hits give high values; 1 = vehicle-only enzyme signal, 0 = enzyme-free wells; activation factor at 10 µM; 330,000 tested, 0.24% active; AID 2805;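 active means activation factor of at least 2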; further: the source names both 10 and 20 µM as test concentration; values of inactives mirror those of a sister screen read the other way
#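 also added = chemiluminescent substrate CDP-Star | test system = mouse IAP enzyme | signal = chemiluminescence readout | compound = DMSO-dissolved test compounds | incubation = 30 min at room temperature | benchmarks = DMSO wells, no-enzyme wells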
# NLRP3 yeast inh = inhibitors of NALP3 inflammasome in yeast; 330,000 tested, 0.39% active; Yeast reconstituted NLRP3/ASC/caspase-1, beta-gal luminescence, 24 h; inhibition, % at 10 µM;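 active means inhibition of 50% or more; inactive means inhibition below 50%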;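 further: plate controls were induced DMSO wells for no effect and uninduced yeast grown without galactose for full effect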
# hIAP activ = human IAP activation | P09923 | purified human IAP, CDP-Star luminescence, 30 min; hits give high values; 1 = vehicle-only enzyme, 0 = enzyme-free background | activation factor at 10 µM | 330,000 tested, 0.16% active | AID 2524;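 active means activation factor of the enzyme at least 2-fold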; further: the source names both 10 and 20 µM as test concentration; values of inactives mirror those of a sister screen read the other way
# Target sequence (P09923 whole entry, looked up): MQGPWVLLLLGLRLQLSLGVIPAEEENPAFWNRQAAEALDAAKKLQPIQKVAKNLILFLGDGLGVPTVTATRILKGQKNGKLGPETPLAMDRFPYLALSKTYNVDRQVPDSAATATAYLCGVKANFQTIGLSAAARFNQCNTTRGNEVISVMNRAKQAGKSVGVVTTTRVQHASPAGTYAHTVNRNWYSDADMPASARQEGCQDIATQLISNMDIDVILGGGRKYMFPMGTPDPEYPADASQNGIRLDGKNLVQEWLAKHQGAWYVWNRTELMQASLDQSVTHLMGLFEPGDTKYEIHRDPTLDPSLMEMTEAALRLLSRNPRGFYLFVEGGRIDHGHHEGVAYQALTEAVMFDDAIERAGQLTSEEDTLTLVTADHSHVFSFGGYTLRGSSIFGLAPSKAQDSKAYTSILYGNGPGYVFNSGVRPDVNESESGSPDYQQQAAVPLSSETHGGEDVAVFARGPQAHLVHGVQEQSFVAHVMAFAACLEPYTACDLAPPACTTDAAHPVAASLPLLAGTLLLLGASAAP
# Apaf-1 inh = blocks human Apaf-1 apoptosome activity | inhibition, % at 20 µM | 330,000 tested, 0.71% active | reconstituted apoptosome caspase-3 activity, DEVD-Rh110 fluorescence; active means inhibition of at least 40% at 20 µM;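 further: plate controls were DMSO wells for no effect and DEVD-CHO caspase inhibitor wells for full effect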
#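 System: reconstituted apoptosome with Apaf-1, cytochrome c, caspase-9, procaspase-3, dATP; Signal: Rh110 fluorescence intensity; Schedule: 30 min compound preincubation, 50 min activation, room temperature; Reagent: cytochrome c trigger plus (Z-DEVD)2-Rh110 caspase-3 substrate.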
# hIAP block = human IAP inhibition; P09923; purified IAP, CDP-Star luminescence, 30 min; inhibition, % at 10 µM; 330,000 tested, 0.12% active; AID 2544;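 active means inhibition reaching a set limit with compound at 10 µM in the primary screen, cut at about 35% in these data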;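 further: plate controls were DMSO wells with enzyme for no effect and no-enzyme buffer wells for full effect; values of inactives mirror those of a sister screen read the other way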
# ATG4B inhibitor = inhibitors of human ATG4B cysteine protease; ATG4B cleavage of LC3-PLA2, NBD-HPC fluorescence, 1 h; 340,000 tested, 0.51% active; AID 504462; Q9Y4P1; inhibition, % at 8.33 µM; in the data active means inhibition above about 40%
# Target sequence (Q9Y4P1 whole entry, looked up): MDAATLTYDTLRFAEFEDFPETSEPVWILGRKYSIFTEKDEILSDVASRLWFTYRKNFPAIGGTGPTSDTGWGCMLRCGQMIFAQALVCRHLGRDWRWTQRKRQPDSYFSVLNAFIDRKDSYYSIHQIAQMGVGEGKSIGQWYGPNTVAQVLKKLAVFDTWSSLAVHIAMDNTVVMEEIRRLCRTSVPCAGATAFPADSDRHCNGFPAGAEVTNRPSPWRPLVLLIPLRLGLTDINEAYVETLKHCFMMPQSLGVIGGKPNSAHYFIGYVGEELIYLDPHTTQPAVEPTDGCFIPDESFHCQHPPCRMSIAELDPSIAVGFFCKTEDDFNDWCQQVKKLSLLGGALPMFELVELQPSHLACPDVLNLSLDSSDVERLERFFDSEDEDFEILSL
# mIAP inh = mouse IAP inhibition | purified mouse IAP, CDP-Star luminescence, 30 min | inhibition, % at 10 µM | 330,000 tested, 0.2% active | AID 2806;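 active means inhibition of at least 40% at 10 µM in the primary screen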;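 further: plate controls were DMSO with enzyme for no effect and no enzyme wells for full effect; values of inactives mirror those of a sister screen read the other way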
# tim10-1 inh = inhibits growth of tim10-1 mutant yeast; S. cerevisiae tim10-1 ts strain growth, BacTiter-Glo, 24 h; inhibition, % at 20 µM; 330,000 tested, 2.2% active;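 active means inhibition of at least 40%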;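 further: mutant grown at 25 °C; 0% = DMSO wells with yeast and 100% = wells holding no yeast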
# TIM10 inh = inhibits growth of TIM10 yeast strain | AID 463195 | inhibition, % at 10 µM | 330,000 tested, 1.4% active | S. cerevisiae TIM10 strain growth, BacTiter-Glo luminescence, 24 h;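 active means inhibition of 40% or more at the single tested concentration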;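 further: wild-type TIM10 isogenic control strain grown at permissive 25 °C; 0% = DMSO yeast wells and 100% = minimal medium wells without yeast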
# * marks the source's active call; other numbers are inactive results; nt = not tested or not shown.
SMILES,mIAP act,NLRP3 yeast inh,hIAP activ,Apaf-1 inh,hIAP block,ATG4B inhibitor,mIAP inh,tim10-1 inh,TIM10 inh
CCOC(=O)c1cc(NC(=O)N(CC)CC)c(C)nc1C,1,5,1,0,0,-5,-2,11,-11
CCCc1cc(C(=O)Nc2cnn(Cc3ccc(F)cc3)c2)no1,1.1,-4,1.1,-18,-6,11,-9,15,16
O=C(NCc1cccc(Br)c1)C1CC2Cn3c(nc4ccccc43)C2N1c1ccccc1 (centres undefined),1.2,15,1,15,-2,-5,-15,0,3
COc1ccc(OC)c(NC(=O)Cc2nn(C)c(=O)c3ccccc23)c1,1,7,0.96,3,4,-10,0,10,-1
CCOC(=O)N1CCN(C(=O)CSc2ccc(Cl)cc2)CC1,0.99,9,0.93,0,7,9,1,6,6
Cc1c(C(=O)N2CCN(c3cccc(Cl)c3)CC2)cccc1[N+](=O)[O-],0.97,5,0.77,3,23,-13,3,36,29
O=C(Nc1ccccc1-c1ccccc1)C(c1ccccc1)c1ccccc1,1.2,15,0.96,11,4,27,-22,18,1
O=C(c1cccs1)N(C(=O)c1cccs1)c1ccccn1,0.94,-1,1.6,-13,-65,-5,6,40,32
Cc1oc(-c2cccc3ccccc23)nc1CN1CCN(c2ncnc3ccccc23)CC1,0.97,29,1.1,15,-5,3,3,-9,25
Cc1c(C#N)c(=O)c(-[n+]2ccccc2)c([S-])n1-c1ccc(Cl)cc1,0.96,5,0.9,-12,10,3,4,-5,-5
CCO[C@H]1OC(C(=O)NC2CC2)=C[C@@H](c2ccc3c(c2)OCO3)[C@@H]1CCCO,1.1,4,1.1,-6,-12,-1,-8,8,-9
O=C(NCc1ccccn1)c1ccc(Cl)cc1Cl,1.1,11,0.95,-13,5,-6,-12,7,6
O=C(CCc1nnc(CCC2CCCCC2)o1)NCc1ccon1,1,5,0.88,0,12,11,-3,-5,4
Oc1c(Cl)cc(Cl)cc1/C=N/c1ncn[nH]1,0.92,5,1.1,7,-7,1,8,36,24
O=C(c1cccc(N2C(=O)c3ccccc3C2=O)c1)N1CCCC(C(F)(F)F)C1 (centres undefined),1,16,1.1,0,-10,-1,-1,19,-4
CCc1nnc(NS(=O)(=O)c2ccc(NC(=S)NC(=O)/C=C/c3ccc([N+](=O)[O-])cc3)cc2)s1,0.92,11,1,1,0,4,8,-4,-2
O=C(NN1C(=O)NC2(CCCCC2)C1=O)c1ccc(Cl)c(Cl)c1,0.97,8,0.92,4,8,-2,3,-14,-2
CSc1nc(Cl)cc(N2CCOCC2)n1,1,14,0.88,-5,12,2,-1,0,-4
COC(=O)CCCNC(=O)c1ccc2nc(Cc3ccc(OC)cc3)oc2c1,0.96,18,0.84,-15,16,0,4,-1,-4
Cc1ccc(Cl)cc1-n1c(=O)cc(N2CCN(C(=O)c3ccco3)CC2)[nH]c1=O,1,-1,1.1,-1,-11,-1,-4,13,6

# Whole records, quoted from the list. Order of values: mIAP act	NLRP3 yeast inh	hIAP activ	Apaf-1 inh	hIAP block	ATG4B inhibitor	mIAP inh	tim10-1 inh	TIM10 inh
# `Cc1c(C(=O)N2CCN(c3cccc(Cl)c3)CC2)cccc1[N+](=O)[O-]` in the list: 0.97	5	0.77	3	23	-13	3	36	29
# `CCOC(=O)c1cc(NC(=O)N(CC)CC)c(C)nc1C` in the list: 1	5	1	0	0	-5	-2	11	-11

# The results go on.
SMILES,mIAP act,NLRP3 yeast inh,hIAP activ,Apaf-1 inh,hIAP block,ATG4B inhibitor,mIAP inh,tim10-1 inh,TIM10 inh
COC(=O)c1c(C)cc(O)cc1O,0.89,20,1,-5,0,-12,11,13,8
CCCCOC(=O)c1ccc(S(N)(=O)=O)o1,1,18,0.95,-2,4,-3,-2,18,4
Cc1cccc(N(C(=O)c2ccc(CN3CCOCC3)o2)C(C(=O)NC(C)(C)C)c2ccc(F)cc2)c1 (centres undefined),1,7,1.2,5,-16,-1,-3,14,0
O=C1C=C(c2ccc3c(c2)OCCO3)C[C@@H](c2ccc(F)cc2)C1,0.95,1,0.99,18,0,-1,5,22,17
COc1ccc(OC)c(/C=N/NC(=O)C(=O)N2CCCC2)c1,1,17,0.97,-7,3,5,-2,-1,13
CCNC(=O)c1sccc1-n1cccc1,0.94,8,1.1,5,-12,0,6,11,-5
CCC(CC)COC(=O)C1=C(C)NC(=O)NC1c1ccccc1Br (centres undefined),0.87,6,1,14,-2,-5,13,22,11
COc1nc(N)nc(NC23CC4CC(CC(C4)C2)C3)n1,1.3,-8,0.99,1,1,-8,-27,34,5
O=C(Nc1ccc2c(c1)OCCO2)C1CCN(C(=O)c2ccc([N+](=O)[O-])cc2)CC1,1,5,0.94,-13,6,5,-1,8,1
O=C(COC(=O)c1ccccn1)Nc1cccnc1Cl,0.92,8,1,-2,-2,3,8,-12,-5
CCN(/C=N/c1sc2c(c1C#N)CC(C)(C)NC2(C)C)CC,0.93,-14,0.96,3,4,-9,7,-12,-2
Cc1ccccc1Cn1cnc2c(nnn2Cc2ccc(F)cc2)c1=O,0.97,6,0.81,-16,19,1,3,10,-16
CC(=O)c1cccc(NC(=O)C(C)OC(=O)Cc2c[nH]c3ccccc23)c1 (centres undefined),0.94,18,0.96,8,4,-8,6,12,-8
COC(=O)c1ccccc1NC(=O)c1sc(N)nc1C,1,28,1.2,1,-23,-8,-1,14,-13
Cc1cc(S(=O)(=O)N2CCCC(C(=O)Nc3ccc(C(=O)O)cc3)C2)ccc1Cl (centres undefined),0.94,2,1,9,-2,4,6,-3,13
CN(C)CCCNC(=O)c1cc(Br)ccc1Cl,0.95,14,0.92,12,8,-9,5,4,-1
O=C(CC(c1ccccc1)c1ccccc1O)N1CCCCC1 (centres undefined),1.1,4,1.3,10,-29,-3,-10,23,6
Cc1ccccc1C(=O)NCC(=O)OCC(=O)NC(C)C1CC2CCC1C2 (centres undefined),0.98,25,1,-6,-2,-6,2,3,6
COC(=O)c1cccc(NC(=O)CC2C(=O)NCCN2C(=O)Nc2cc(C)cc(C)c2)c1 (centres undefined),0.94,18,1.1,10,-5,-11,6,13,14
C/C(=N/NC(=O)c1ccc(Cl)cc1Cl)c1cccnc1,0.97,25,1.1,1,-7,-7,2,2,3

# Rewritten as tab-separated lines: 2 of the compounds above
smiles	mIAP act	NLRP3 yeast inh	hIAP activ	Apaf-1 inh	hIAP block	ATG4B inhibitor	mIAP inh	tim10-1 inh	TIM10 inh
O=C(CC(c1ccccc1)c1ccccc1O)N1CCCCC1 (centres undefined)	1.1	4	1.3	10	-29	-3	-10	23	6
Cc1ccccc1C(=O)NCC(=O)OCC(=O)NC(C)C1CC2CCC1C2 (centres undefined)	0.98	25	1	-6	-2	-6	2	3	6

# (list continues)
SMILES,mIAP act,NLRP3 yeast inh,hIAP activ,Apaf-1 inh,hIAP block,ATG4B inhibitor,mIAP inh,tim10-1 inh,TIM10 inh
CC1=NN(c2ccc(C(=O)OC(C)C)cc2)C(=O)/C1=C\C=C\c1ccco1,0.78,13,1,20,-2,12,22,32,23
CCOC(=O)C(c1ccccc1)C(Nc1ccc(Cl)c(Cl)c1)c1ccccn1 (centres undefined),1.1,29,0.79,10,21,1,-8,-3,-17
COCCn1c(SCC(=O)NC2CCCC2)nnc1-c1ccco1,1.1,14,0.98,1,2,-12,-7,12,-16
Cc1ccc(S(=O)(=O)n2nc(OC(=O)c3ccccc3F)cc2N)cc1,1,-5,0.87,0,13,-4,-2,14,46*
CCOC(=O)c1ccc(NC(=O)CCC(=O)NCc2ccco2)cc1,1.1,9,0.85,-5,14,-7,-6,6,2
COc1ccc(NC(=O)CCN2CCCCCC2)cc1,0.96,-7,0.79,-4,21,1,4,12,-15
COC(=O)Cn1c(CN2CCC(Cc3ccccc3)CC2)nc2c1c(=O)n(C)c(=O)n2C,1.2,7,1,6,-1,1,-19,10,-28
COc1ccc2c(c1)C(NC(C)=O)C(=O)N2C (centres undefined),1,6,1.1,-1,-6,2,-1,-1,1
Cc1nn(-c2ccccc2)c(C)c1C(=O)OCC(=O)N1CCN(S(=O)(=O)c2ccccc2)CC1,0.98,7,1,7,-4,-8,2,9,4
Cc1ncc(CO)c(/C=N/NC(=O)c2ccc(Br)cc2)c1O,0.94,11,1.1,8,-9,nt,6,20,11
Cc1oc2c(c(C)cc3oc(=O)c(CC(=O)N[C@@H](C)C(=O)O)c(C)c32)c1C,0.96,18,1.1,9,-6,-1,4,21,6
CCS(=O)(=O)Nc1ccc(C(=O)OC)cc1,0.98,0,0.87,-1,13,-7,2,-2,-8
O=C(C[C@H]1C/C=C\CC[C@H](Cc2ccc(F)cc2)C(=O)OCCNC1=O)NCCO,0.99,16,0.93,0,7,1,0,-13,2
COc1ccccc1N1CC(C)(C)C(=O)N(C(=O)c2ccc(Cl)cc2)C1=S,0.9,20,1.2,-23,-16,-8,10,24,45*
O=C(Nc1ccc(Cl)c(C(F)(F)F)c1)N1CCCC(O)C1 (centres undefined),1.1,10,1.1,-1,-6,-14,-11,14,12
CCCc1[nH]nc2c1C(C1CCCCC1)C(C#N)=C(N)O2 (centres undefined),0.93,13,1,15,0,-10,7,14,14
CC(C)Sc1nc(SCC(=O)O)c2c3c(sc2n1)COC(C)(C)C3,0.97,21,0.99,-9,1,-5,2,-5,10
COc1ccc(C(=O)NCC(=O)OCC(=O)NC2CCCCCC2)cc1OC,1.1,9,1.2,11,-19,-1,-13,-10,2
CC(=O)Nc1ccc(NC(=O)N2CCCCC2)cc1,1.1,3,1.1,-7,-14,4,-5,3,-8
COc1ccc(OC)c(/C=C/C(=O)OCC(=O)Nc2ccc3c(c2)OCCO3)c1,1,17,1.2,7,-21,-3,-2,8,8
O=C(O)CC(NC(=O)C1CCCCC1)c1ccc(OC2CCCC2)cc1 (centres undefined),0.94,2,1.1,-3,-8,-12,6,11,1
Cc1cc(C)nc(N2CCCC(C(=O)NCCc3ccccc3F)C2)n1 (centres undefined),0.95,6,1,-19,-2,2,5,14,12
O=C(NC(=S)N1CCCCC1)c1csc([N+](=O)[O-])c1,1.1,5,0.96,6,4,0,-9,23,24
CCOCCCNC(=O)NC(=O)CN1CCN(S(=O)(=O)c2ccc3c(c2)OCCO3)CC1,1.1,4,1.2,-10,-17,-7,-15,-6,-1
Cc1cccc2c1cnn2C(=O)Nc1ccccc1Cl,0.96,3,1,-3,0,8,4,-1,13
Cc1cccc(N(CC(N)=O)C2SC(=O)N(c3ccccc3)C2=O)c1 (centres undefined),0.82,20,1,-11,-3,0,18,7,3
Cc1ccc(N2CC(C(=O)N3CCCCC3)CC2=O)cc1C (centres undefined),0.96,4,1.1,-10,-10,1,4,-12,-18
COc1ccc(-c2nnn(CC(=O)OC3CCCCC3)n2)cc1OC,1.1,5,0.99,17,1,-5,-5,29,5
Cc1ccc(NC(=O)N2CCCC(c3nc(-c4ccc(F)cc4)no3)C2)cc1 (centres undefined),1.1,28,1.1,-7,-5,4,-10,24,0
O=C(c1ccc([N+](=O)[O-])cc1)N(Cc1cccs1)C1CCS(=O)(=O)C1 (centres undefined),0.99,2,1.1,11,-8,-2,1,-1,1
CCOC(=O)C1CCN(c2ccc([N+](=O)[O-])cc2S(=O)(=O)N2CCOCC2)CC1,0.92,28,1,2,-2,3,8,22,13
CCn1c(=O)c([N+](=O)[O-])c(NCCCn2ccnc2)c2ccccc21,0.97,20,0.97,5,3,-3,2,-1,-17
CCN(CC)S(=O)(=O)c1cc(C)ccc1NC(=S)Nc1cccnc1,1.2,-37,0.93,8,7,-9,-20,10,-8
COc1ccccc1C(=O)NCCOc1ccc(C)c(C)c1,1,20,1.2,5,-21,1,0,3,2
CCCC(=O)N(c1ccc(C(=O)O)cc1)c1nc(-c2ccccc2)c(C)s1,0.93,4,0.92,3,8,-1,7,17,15
